SENP6 block – SENP6 protease inhibition | Recombinant SENP6 catalytic domain, aminoluciferin luminescence | actives 1.8% (n = 330,000) | AID 2599 | inhibition, % at 10 µM;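 active means inhibition above about 50% at the single tested dose, limit read from the data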;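 further: plate controls were DMSO wells with enzyme for no effect and DMSO wells lacking enzyme for full effect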
SENP1 FRET inh – blocks the human SENP1 SUMO protease catalytic domain; inhibition, % at 10 µM; recombinant SENP1 catalytic domain, CyPet-SUMO1-YPet FRET cleavage; AID 624204; actives 0.21% (n = 360,000);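 active means inhibition at least 30% at 10 µM, raw YFP signal under a set limit, fluorescence ratio 0.5 to 1.5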;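 further: 0% = enzyme with DMSO and 100% = no enzyme wells; some results filed as inactive read as strong as hits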
Target sequence (Q9P0U3 419-644 limits assumed): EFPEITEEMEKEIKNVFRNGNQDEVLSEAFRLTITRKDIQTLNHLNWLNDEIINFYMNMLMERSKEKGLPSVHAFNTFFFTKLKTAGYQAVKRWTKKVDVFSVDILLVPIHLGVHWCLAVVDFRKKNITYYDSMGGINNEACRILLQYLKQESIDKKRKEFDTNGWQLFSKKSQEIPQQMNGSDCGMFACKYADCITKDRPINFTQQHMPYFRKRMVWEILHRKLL
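Controls: no-enzyme wells low, DMSO-plus-enzyme wells high control. Test system: human recombinant His6-tagged SENP1 catalytic domain enzyme. Reagent: SFCypet-SUMO1-SFYpet FRET protein substrate, 25 nM final. Doses: one dose per compound, 10 µM, 0.5% DMSO. Detection: FRET, CFP and YFP emission. Timing: 50 min reaction at room temperature.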
SENP8 block-1 – SENP8 (human) protease inhibition; actives 0.64% (n = 360,000); recombinant SENP8, Nedd8 substrate fluorescence; inhibition, % at 20 µM; AID 602440; Q96LD8; in the data active means inhibition mostly above about 40%, no sharp cut-off; inactive means mostly below about 27%
Target sequence (Q96LD8 whole entry, looked up): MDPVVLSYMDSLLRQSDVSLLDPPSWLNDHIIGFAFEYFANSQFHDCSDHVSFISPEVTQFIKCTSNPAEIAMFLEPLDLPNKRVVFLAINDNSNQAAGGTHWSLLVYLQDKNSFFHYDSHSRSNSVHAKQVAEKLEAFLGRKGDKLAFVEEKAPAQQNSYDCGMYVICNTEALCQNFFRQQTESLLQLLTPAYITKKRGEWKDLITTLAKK
HKDC1 inhibitor – blocks human hexokinase HKDC1 activity; recombinant HKDC1, G6PDH/diaphorase resazurin coupled fluorescence; inhibition, % at 20 µM; actives 0.16% (n = 340,000); AID 493160;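 active means inhibition above about 35% when tested at 20 µM, limit read from the data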;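 further: plate controls were DMSO wells with enzyme for no effect and DMSO wells lacking enzyme for full effect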
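Test system: recombinant HKDC1 (HK5) hexokinase enzyme, produced in-house / Doses: 20 µM test compound, 1% DMSO / Timing: 90 min, room temperature / Detection: G6PDH/diaphorase-coupled fluorescence, 1 mM NADP, 100 µM resazurin, 525/613 nm / Control set: DMSO wells with and without enzyme mix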
Apaf1 inhib – blocks human Apaf-1 apoptosome activity | O14727 | AID 489030 | reconstituted apoptosome caspase-3 activity, DEVD-Rh110 fluorescence | inhibition, % at 20 µM | actives 0.71% (n = 330,000); active means inhibition of at least 40% at 20 µM;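 further: plate controls were DMSO wells for no effect and DEVD-CHO caspase inhibitor wells for full effect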
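Assay system – apoptosome proteins · Medium – Hepes buffer, pH 7.5 · Also added – cytochrome c with DEVD-Rh110 · Timing – 30 min compound preincubation, 50 min activation, room temperature · Detection – Rh110 fluorescence, excitation 480 nm, emission 540 nm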
SENP8 block-2 – inhibitors of human SENP8 protease | inhibition, % at 10 µM | Q96LD8 | AID 2540 | purified SENP8, Z-RLRGG-aminoluciferin cleavage, luminescence | actives 1.2% (n = 330,000); in the data active means inhibition above about 50%
PfGluPho inh – PfG6PD (Plasmodium falciparum) enzyme inhibition; PfGluPho enzyme, NADPH resazurin-diaphorase fluorescence; inhibition, % at 20 µM; actives 0.78% (n = 350,000); AID 504690;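 active means inhibition reaching at least a set limit at 20 µM in the primary screen, cut at about 59% in these data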;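 further: 0% = DMSO wells with substrate and 100% = DMSO wells lacking glucose-6-phosphate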
SENP7 block – inhibitors of human SENP7 protease. Q9BQF6. recombinant SENP7, Z-RLRGG-aminoluciferin luminescence, 40 min. inhibition, % at 5 µM. actives 1.5% (n = 330,000). AID 434973;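 active means inhibition above about 50% at the single test dose, limit read from the data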;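 further: plate controls were DMSO with enzyme for no effect and no enzyme buffer wells for full effect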
Target sequence (Q9BQF6 706-1050 limits assumed): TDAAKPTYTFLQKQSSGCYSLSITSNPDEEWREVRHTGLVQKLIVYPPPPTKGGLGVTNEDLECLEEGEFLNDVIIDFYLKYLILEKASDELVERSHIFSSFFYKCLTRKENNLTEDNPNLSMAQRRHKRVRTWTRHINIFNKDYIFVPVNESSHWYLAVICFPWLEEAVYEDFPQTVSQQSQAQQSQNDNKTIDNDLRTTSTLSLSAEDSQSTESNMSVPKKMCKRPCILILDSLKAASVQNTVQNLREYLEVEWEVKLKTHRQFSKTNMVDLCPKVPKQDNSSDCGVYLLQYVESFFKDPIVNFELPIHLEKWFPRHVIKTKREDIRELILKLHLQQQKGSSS
Active calls of the source: *.

CNC(=O)CN1C(=O)CSc2ncccc21 was read as SENP6 block -10, SENP1 FRET inh -3, SENP8 block-1 0, HKDC1 inhibitor -2, Apaf1 inhib 5, SENP8 block-2 -1, PfGluPho inh -2 and SENP7 block 4.
For Cc1ncc(CO)c(/C=N/NC(=O)c2cc3c(s2)CCCC3)c1O the results were SENP6 block 1, SENP1 FRET inh -25, SENP8 block-1 -246, HKDC1 inhibitor -11, Apaf1 inhib -8, SENP8 block-2 4, PfGluPho inh -35 and SENP7 block 2.
Screening Cc1ccc2c(c1)nnn2C1CCN(CC(=O)NCCc2ccccc2)CC1 returned SENP6 block -4, SENP1 FRET inh -2, SENP8 block-1 17, HKDC1 inhibitor -7, Apaf1 inhib -19, SENP8 block-2 -11, PfGluPho inh 3 and SENP7 block 0.
`Cc1nc2ccccc2nc1NS(=O)(=O)c1ccc(N)cc1` gave SENP6 block 20, SENP1 FRET inh -7, SENP8 block-1 -37, HKDC1 inhibitor -4, Apaf1 inhib 8, SENP8 block-2 -15, PfGluPho inh 6 and SENP7 block -12.
Screening CCC(C)N(C)C1CCN(C(=S)Nc2ccc(OC)cc2)CC1 (configuration not stated) returned SENP6 block -3, SENP1 FRET inh 0, SENP8 block-1 23, HKDC1 inhibitor -4, Apaf1 inhib -3, SENP8 block-2 -4, PfGluPho inh -10 and SENP7 block 3.
`CN(Cc1nc2ccccc2c(=O)[nH]1)C(=O)c1cccc(S(=O)(=O)N2CCc3ccccc32)c1` gave SENP6 block 0, SENP1 FRET inh -4, SENP8 block-1 2, HKDC1 inhibitor -3, Apaf1 inhib 15, SENP8 block-2 -4, PfGluPho inh 3 and SENP7 block 16.
For COc1ccccc1N1C(=O)c2cccnc2C1=O the results were SENP6 block -4, SENP1 FRET inh 3, SENP8 block-1 2, HKDC1 inhibitor -2, Apaf1 inhib -1, SENP8 block-2 -5, PfGluPho inh 8 and SENP7 block 4.
CCOc1ccc(Nc2nc(N3CCCCC3)nc(N3CCCCC3)n2)cc1 was read as SENP6 block -11, SENP1 FRET inh 1, SENP8 block-1 15, HKDC1 inhibitor -6, Apaf1 inhib 7, SENP8 block-2 -6, PfGluPho inh 19 and SENP7 block -7.
COc1ccccc1N1CCN(C(=O)c2cc(=O)c3c(C)cc(C)cc3o2)CC1 was read as SENP6 block -27, SENP1 FRET inh -1, SENP8 block-1 5, HKDC1 inhibitor -1, Apaf1 inhib 24, SENP8 block-2 -9, PfGluPho inh 5 and SENP7 block -4.
Screening CCN(CC(=O)Nc1c(F)cccc1F)C(=O)c1ccc(=O)n(Cc2ccccc2)n1 returned SENP6 block -20, SENP1 FRET inh 1, SENP8 block-1 10, HKDC1 inhibitor -4, Apaf1 inhib 8, SENP8 block-2 -7, PfGluPho inh -1 and SENP7 block -8.
`C[C@H]1CN=C(N(C)C)N1CC1CCC(C(C)(C)C)CC1` (some centres not stated) gave SENP6 block -17, SENP1 FRET inh 2, SENP8 block-1 13, HKDC1 inhibitor 1, Apaf1 inhib 5, SENP8 block-2 -1, PfGluPho inh -4 and SENP7 block 0.
`Cc1cc(NC(=O)CCC(=O)N(c2ccccc2)C(C(=O)NC2CCCC2)c2ccccc2F)no1` (configuration not stated) gave SENP6 block 16, SENP1 FRET inh 1, SENP8 block-1 11, HKDC1 inhibitor 3, Apaf1 inhib 7, SENP8 block-2 7, PfGluPho inh 15 and SENP7 block 2.
`CCCCN=c1scc(-c2ccc3c(c2)NC(=O)CO3)n1N=C1CCCC1` gave SENP6 block -21, SENP1 FRET inh -47, SENP8 block-1 4, HKDC1 inhibitor -5, Apaf1 inhib 19, SENP8 block-2 -13, PfGluPho inh 38 and SENP7 block -9.
For COc1ccccc1C(=O)N/N=C(\C)c1ccc(NC(=O)Cc2ccccc2)cc1 the results were SENP6 block 4, SENP1 FRET inh 0, SENP8 block-1 -468, HKDC1 inhibitor -3, Apaf1 inhib -3, SENP8 block-2 7, PfGluPho inh 8 and SENP7 block -2.
`CCCCCCCn1c(=N)n(CC(=O)c2ccco2)c2ccccc21` gave SENP6 block -16, SENP1 FRET inh -8, SENP8 block-1 12, HKDC1 inhibitor -2, Apaf1 inhib 0, SENP8 block-2 5, PfGluPho inh 6 and SENP7 block 1.
Screening CCc1ccc(OCC(=O)NNC(=O)c2cnccn2)c(Br)c1 returned SENP6 block 1, SENP1 FRET inh 2, SENP8 block-1 8, HKDC1 inhibitor -2, Apaf1 inhib 3, SENP8 block-2 -2, PfGluPho inh -13 and SENP7 block 1.
For O=C(Oc1ccc(-c2csnn2)cc1)C1CC1 the results were SENP6 block -24, SENP1 FRET inh 4, SENP8 block-1 25, HKDC1 inhibitor -5, Apaf1 inhib -9, SENP8 block-2 -14, PfGluPho inh 0 and SENP7 block -9.
COc1ccc(C(=O)NCC2CCCCC2)cc1S(=O)(=O)N1CCOCC1 was read as SENP6 block -11, SENP1 FRET inh -1, SENP8 block-1 8, HKDC1 inhibitor 0, Apaf1 inhib 1, SENP8 block-2 0, PfGluPho inh 2 and SENP7 block 5.
For COc1ccc(NC(=O)CCSc2nnnn2C)cc1 the results were SENP6 block -32, SENP1 FRET inh 3, SENP8 block-1 -7, HKDC1 inhibitor -11, Apaf1 inhib 2, SENP8 block-2 -7, PfGluPho inh 4 and SENP7 block -7.
`COc1ccc(-c2[nH]ncc2CN(C)CCc2c(C)n[nH]c2C)c(F)c1` gave SENP6 block -2, SENP1 FRET inh 2, SENP8 block-1 -17, HKDC1 inhibitor -7, Apaf1 inhib 9, SENP8 block-2 3, PfGluPho inh -10 and SENP7 block 7.
Screening O=c1cc(-c2ccsc2)oc2ccccc12 returned SENP6 block -9, SENP1 FRET inh 0, SENP8 block-1 -15, HKDC1 inhibitor -2, Apaf1 inhib 6, SENP8 block-2 -12, PfGluPho inh -3 and SENP7 block -4.
O=c1[nH]c2ccccc2c2cn(-c3ccccc3)nc12 was read as SENP6 block 22, SENP1 FRET inh -1, SENP8 block-1 -74, HKDC1 inhibitor 15, Apaf1 inhib 8, SENP8 block-2 -1, PfGluPho inh 64* and SENP7 block 11.
Fc1ccc(/C=N/N2CCCCC2)c(F)c1 was read as SENP6 block -19, SENP1 FRET inh 0, SENP8 block-1 -297, HKDC1 inhibitor 5, Apaf1 inhib 1, SENP8 block-2 7, PfGluPho inh -2 and SENP7 block -4.
Screening CN(C(=O)CSc1nnc(-c2ccncc2)n1C)C1CCS(=O)(=O)C1 (configuration not stated) returned SENP6 block -9, SENP1 FRET inh 2, SENP8 block-1 13, HKDC1 inhibitor -7, Apaf1 inhib -2, SENP8 block-2 0, PfGluPho inh -8 and SENP7 block -2.
`Oc1c(Br)cc(Br)cc1C=Nc1ccc2c(c1)OCO2` gave SENP6 block 25, SENP1 FRET inh -27, SENP8 block-1 -6, HKDC1 inhibitor 11, Apaf1 inhib 27, SENP8 block-2 10, PfGluPho inh 47 and SENP7 block 10.
Screening Cn1c(=O)[nH]c(=O)c2c1nc(Br)n2Cc1cccc(Br)c1 returned SENP6 block 3, SENP1 FRET inh 2, SENP8 block-1 26, HKDC1 inhibitor 1, Apaf1 inhib -9, SENP8 block-2 5, PfGluPho inh 2 and SENP7 block -1.
Screening CCn1cc([N+](=O)[O-])c(C(=O)Nc2ccn(C34CC5CC(CC(C5)C3)C4)n2)n1 returned SENP6 block -3, SENP1 FRET inh 1, SENP8 block-1 8, HKDC1 inhibitor 5, Apaf1 inhib 3, SENP8 block-2 -2, PfGluPho inh -1 and SENP7 block -1.
O=C(/C=C/c1ccc2c(c1)OCO2)Nc1nc(-c2ccc(F)cc2)cs1 was read as SENP6 block 11, Apaf1 inhib -21, SENP8 block-2 -2 and SENP7 block -2.
CCCCNC(=O)CN(C1CCCCC1)S(C)(=O)=O was read as SENP6 block -10, SENP1 FRET inh 1, SENP8 block-1 12, HKDC1 inhibitor -8, Apaf1 inhib 11, SENP8 block-2 -15, PfGluPho inh -12 and SENP7 block -4.
COC(=O)c1cc(C)sc1NC(=O)C1C2C=CC(CC2)C1C(=O)O (configuration not stated) was read as SENP6 block -10, SENP1 FRET inh -1, SENP8 block-1 -27, HKDC1 inhibitor -12, Apaf1 inhib 2, SENP8 block-2 5, PfGluPho inh 13 and SENP7 block 4.
For COC(=O)C1CCN(C(=O)C2CCN(C(=O)[C@@H](NS(=O)(=O)c3ccc(C)cc3)C(C)C)CC2)CC1 the results were SENP6 block -6, SENP1 FRET inh -1, SENP8 block-1 6, HKDC1 inhibitor -5, Apaf1 inhib -7, SENP8 block-2 5, PfGluPho inh -8 and SENP7 block -1.
Screening Nc1cc(N)nc(SCC(=O)NCCC2=CCCCC2)n1 returned SENP6 block -8, SENP1 FRET inh -4, SENP8 block-1 -1, HKDC1 inhibitor 6, Apaf1 inhib 3, SENP8 block-2 -18, PfGluPho inh -4 and SENP7 block 19.
`N#CCSc1nnc(SCC#N)s1` gave SENP6 block -14, SENP1 FRET inh -5, SENP8 block-1 -2, HKDC1 inhibitor 0, Apaf1 inhib -7, SENP8 block-2 -9, PfGluPho inh 5 and SENP7 block -12.
`COc1cccc(-c2ncc3ccccc3c2COC(=O)c2ccc(Br)cc2)c1` gave SENP6 block -6, SENP1 FRET inh 1, SENP8 block-1 7, HKDC1 inhibitor 1, Apaf1 inhib 16, SENP8 block-2 -6, PfGluPho inh 3 and SENP7 block 6.
Screening Cc1cccc(N2CCN(C(=O)CCS(=O)(=O)c3ccc4c(c3)NC(=O)C(C)S4)CC2)c1C (configuration not stated) returned SENP6 block -11, SENP1 FRET inh 3, SENP8 block-1 15, HKDC1 inhibitor -5, Apaf1 inhib 27, SENP8 block-2 -11, PfGluPho inh -7 and SENP7 block -8.
`Cc1nn(-c2ccccc2)c(Cl)c1/C=N/NC(=O)c1cccnc1` gave SENP6 block 12, SENP1 FRET inh 0, SENP8 block-1 11, HKDC1 inhibitor 4, Apaf1 inhib -4, SENP8 block-2 0, PfGluPho inh -21 and SENP7 block 2.
Screening NNC(=O)CC1=NNC(=O)C1 returned SENP1 FRET inh 4, SENP8 block-1 18, HKDC1 inhibitor -5 and PfGluPho inh -14.
CN1CC(c2ccccc2)C(c2ccc(Cl)cc2)=N1 (configuration not stated) was read as SENP6 block -25, SENP1 FRET inh 1, SENP8 block-1 -337, HKDC1 inhibitor -8, Apaf1 inhib 18, SENP8 block-2 -8, PfGluPho inh 4 and SENP7 block -9.
`OC(CSc1ccccc1)CN1CCN(c2ccccc2)CC1` (configuration not stated) gave SENP1 FRET inh 0, SENP8 block-1 22, HKDC1 inhibitor -5 and PfGluPho inh -9.
O=C(COc1ncnc2ccccc12)NC1CCCCC1 was read as SENP6 block 2, SENP1 FRET inh -1, SENP8 block-1 18, HKDC1 inhibitor 0, Apaf1 inhib -6, SENP8 block-2 5, PfGluPho inh -7 and SENP7 block 5.
CCC(C)NCCOCCSc1ccc(Cl)cc1 (configuration not stated) was read as SENP6 block -7, SENP1 FRET inh 0, SENP8 block-1 13, HKDC1 inhibitor -3, Apaf1 inhib 0, SENP8 block-2 1, PfGluPho inh -11 and SENP7 block -2.
For COc1cccc(/C=C2\SC(=S)N(N3CCOCC3)C2=O)c1OC the results were SENP6 block -24, SENP1 FRET inh 2, SENP8 block-1 31, HKDC1 inhibitor -5, Apaf1 inhib 9, SENP8 block-2 -13, PfGluPho inh 2 and SENP7 block 6.
